PTHR1 agonist – activates the human parathyroid hormone receptor PTHR1; Q03431; HEK293 GP2 PTHR1 cells, GloSensor cAMP luminescence, 1 h; 410,000 tested, 0.075% active; Potency, µM (highest dose often 115 µM), for the others: at the highest dose activation, usual class: activators; also: nearly all actives have a fitted effect of over 55% in size; some results filed as inactive show a strong effect at the top dose; inactives centre near -15; many of its hits are not listed in these tables
Target sequence (Q03431 whole entry, looked up): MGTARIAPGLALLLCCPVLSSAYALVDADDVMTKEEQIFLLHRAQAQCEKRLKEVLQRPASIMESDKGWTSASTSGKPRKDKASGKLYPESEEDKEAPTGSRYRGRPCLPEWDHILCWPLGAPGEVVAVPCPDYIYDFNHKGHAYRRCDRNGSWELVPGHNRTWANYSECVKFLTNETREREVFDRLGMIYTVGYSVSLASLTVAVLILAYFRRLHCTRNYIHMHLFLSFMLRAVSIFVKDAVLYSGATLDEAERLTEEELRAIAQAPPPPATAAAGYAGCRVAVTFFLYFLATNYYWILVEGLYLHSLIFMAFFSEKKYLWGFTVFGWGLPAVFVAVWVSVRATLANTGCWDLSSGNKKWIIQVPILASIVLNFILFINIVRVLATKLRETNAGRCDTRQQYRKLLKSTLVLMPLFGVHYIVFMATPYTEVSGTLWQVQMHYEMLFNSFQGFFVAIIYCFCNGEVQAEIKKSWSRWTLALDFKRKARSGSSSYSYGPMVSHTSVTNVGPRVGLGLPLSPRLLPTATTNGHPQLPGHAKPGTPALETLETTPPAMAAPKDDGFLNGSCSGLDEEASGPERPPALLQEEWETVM
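HEK-293-derived GP2 cells expressing PTHR1 and a GloSensor cAMP reporter, 3,000/well, plated overnight, given luciferin plus IBMX (each 0.5 mM as added) for 1 h at 37 °C, then compound for 1 h at 37 °C. Luminescence was read after 15 min at room temperature.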
FUS yeast rescue – suppressors of FUS proteinopathy in yeast; Potency, µM (titrated, usually from 76.6 µM), for the others: at the top dose growth rescue (activation), usual class: activators; AID 1347120; 390,000 tested, 0.24% active; S. cerevisiae FUS-expressing, growth rescue, OD600, 24 h;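 also: plate controls were DMSO vehicle for no effect and reference control for full effect; nearly all actives have a fitted effect of over 55% in size; some results filed as inactive show a strong effect at the top dose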
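Yeast expressing FUS under galactose induction, OD 0.005 in 2% galactose medium; compounds in a dilution series, 24 h at 30C. Growth rescue by absorbance at 600 nm; CP55940 positive control, DMSO negative.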
TDP-43 yeast inh – TDP-43 toxicity inhibition in yeast; 410,000 tested, 1.8% active; Potency, µM (doses to about 46.1 µM), for inactives: top-dose growth rescue (activation), actives largely listed as activators; TDP-43 expressing yeast growth rescue, BacTiter-Glo, 24 h; also: % of control where 0% means no effect; nearly all actives have a fitted effect of over 50% in size
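In this qHTS, compounds that restore growth of yeast expressing TDP-43 appear as activators. Cells (OD600=0.02, galactose medium, raffinose-pregrown) are incubated with compound 24 hr at 30 deg C and growth is quantified by BacTiter-Glo.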
* marks the source's active call; other numbers are inactive results; i = inactive; ? = inconclusive; [ ] = another dose, or the depositor's remark. Calls follow the shape of the dose curve; as a rule, active = well fitted curve in the direction sought with a large enough effect; inconclusive = small, poorly fitted or top-dose-only effect, or another doubt; inactive = no such curve, though single readings can be large; an effect the other way counts as inactive or inconclusive. Potency is read from the fitted curve at half-maximal effect. An excerpt; the hit share may differ from the screen's.

Compound,PTHR1 agonist,TDP-43 yeast inh,FUS yeast rescue
COc1ccc(NC(=O)Cn2c(SCc3ccc(C)cc3)nc3cccnc32)cc1OC,-94%[inhibitor],1%,14%
Cc1cccc(NCc2nc3ccccc3n2CCOc2ccccc2C)c1,-70%[inhibitor],22%,-2%
Cc1ccc2c(c1)C(c1ccc(F)cc1)N(C(=O)c1cccc(C(F)(F)F)c1)CC(=O)N2 (stereo not drawn),-20%,7%,41%
CCOC(=O)c1c(C)c(-c2ccccc2)n(CC(=O)Nc2cccc(F)c2)c1C,-48%[inhibitor],4%,10%
COc1ccc(CCNC(=O)c2cc3c(-c4ccccc4F)nn(C)c3s2)c(OC)c1,-12%,10%,-13%
CCOc1cc2sc(N3CCC(C(=O)Nc4ccc(C)cc4C)CC3)nc2cc1Br,-26%,?,-19%
COc1ccc(CNC(=O)c2cnn(-c3ccccc3)c2-n2cccc2)cc1OC,-52%[inhibitor],-7%,33%
COC(=O)c1c(NC(=O)c2cc3nc(-c4ccc(OC)cc4)cc(C(F)(F)F)n3n2)sc2c1CCCC2,i,-1%,5%
COc1cccc(CNC(=O)c2ccc3c(c2)sc2nc(-c4cccc(OC)c4)cn23)c1,0%,11%,11%
O=C(Cn1c(-c2cccs2)cc2cc(F)ccc21)N1CCCCC1,i,0%,4%
Cc1ccc(NC(=O)c2nc(S(C)(=O)=O)ncc2N(Cc2ccco2)Cc2ccco2)cc1C,-12%,0%,43%
COC(=O)c1c(NC(=O)C(C)Oc2ccc(Cl)cc2Cl)sc2c1CCCC2 (stereo not drawn),-54%[inhibitor],12%,4%

Later entries
Compound,PTHR1 agonist,TDP-43 yeast inh,FUS yeast rescue
COc1cc(Nc2nc3ccccc3c3nnc(C)n23)cc(OC)c1,-17%,18%,2%
COc1ccc(-c2nc3ccccc3s2)cc1NC(=O)c1cccc([N+](=O)[O-])c1C,-39%,23%,7%
Cc1ccccc1NC(=O)CC(NCc1cccnc1)C(=O)O (stereo not drawn),i,?,-17%
CCOC(=O)c1c(Oc2ccc(C(=O)OC)cc2)nnc(-c2ccccc2)c1-c1ccccc1,-21%,11%,27%
Cc1ccc(-n2nc(C)c3c(C(=O)NCCc4ccc(S(N)(=O)=O)cc4)cc(C)nc32)cc1,i,0%[9.22 µM],-4%
CCc1ccc(S(=O)(=O)c2cn(CC(=O)Nc3ccc(C)cc3)c3ccccc3c2=O)cc1,i,13%,-8%
CCOC(=O)c1nnn(CC(=O)Nc2cc(C)cc(C)c2)c1C(=O)OCC,-5%,25%,3%
COc1cccc(C(=O)Nc2ccc3nc(SCC(=O)N4CCc5ccccc54)sc3c2)c1,i,11%,38%
O=C(CSc1nc2ccccc2c2nc(-c3ccccc3)nn12)Nc1ccc(F)cc1,-12%,10%,-11%
COc1ccc(NC(=O)CSc2nc3ccccc3nc2Cc2ccc(C)cc2)cc1Cl,i,16%,-2%
CCn1nc(C)c2c(-c3ccccc3)cc(=O)n(C(C)C(=O)Nc3cccc(F)c3)c21 (stereo not drawn),i,7%,?
Cc1ccc(-n2nnnc2CNC(=O)C(C)C)cc1C,i,10%,14%

(continued)
Compound,PTHR1 agonist,TDP-43 yeast inh,FUS yeast rescue
O=C(Cc1ccc(-c2ccccc2)cc1)NCCS(=O)(=O)N1CCN(c2ccccc2F)CC1,i,?,30%
Cc1ccc(C(=O)NCCn2c(C)cc3ccccc32)cc1C,-2%,?,25%
COc1ccc(Cl)cc1NC(=O)CCC(=O)N1CCOc2ccccc21,-40%,?,-12%
CCC(=O)Nc1cc(-c2cn3cccnc3n2)ccc1OC,?,-15%,3%
CCOC(=O)c1sc(NC(=O)c2nc3ncccn3n2)c(C(=O)OC(C)C)c1C,-24%,3%[9.22 µM],-21%
COc1ccc(NC(=O)CCc2nc3c(C)nn(-c4ccc(C)cc4)c3n(C)c2=O)cc1,9%,18%,-12%
O=C(Nc1cccc(Cl)c1)Nc1ccccc1OCc1cc(=O)n2ccccc2n1,-20%,2%,3%
Cc1ccc2c(c1)c1c(c(=O)n(-c3ccccc3)c(=O)n1CC(=O)c1ccc(Cl)cc1)n2C,-19%,12%,3%
CCn1cc(C(=O)NCc2ccccc2Cl)c(=O)c2cc(S(=O)(=O)N3CCOCC3)ccc21,-19%,7%,-3%
O=C(Nc1ccc(C(=O)N2CCN(c3ccccc3F)CC2)cc1)c1nsc2ccccc12,-12%,?,34%
Cc1ccccc1Cn1c(CN2CCN(c3cc(Cl)ccc3C)CC2)nc2c1c(=O)[nH]c(=O)n2C,-17%,-10%,-10%
Cc1ccc(OCC(=O)Nc2ccc(Cl)c(-c3nc4ccccc4[nH]3)c2)cc1C,-22%,22µM*,?

Additional entries:
Compound,PTHR1 agonist,TDP-43 yeast inh,FUS yeast rescue
COc1ccc(OC)c(Nc2cc(C(=O)NCc3ccccc3)c3ccccc3n2)c1,-13%,1%,40%
O=C(c1ccccc1)N1CCc2cc(CNS(=O)(=O)c3ccc(Cl)s3)ccc21,-3%,5%,10%
COc1ccc(Nc2cc(C(=O)NCCCN(C)C3CCCCC3)c3ccccc3n2)cc1,i,7%,1%
O=c1c(NCc2cccs2)nccn1-c1ccccc1,i,?,21%
O=C(CSc1ncc2c(n1)-c1ccccc1N(Cc1ccc(F)cc1)S2(=O)=O)NCCc1ccccc1,i,3%,-13%
N#C/C(=C/c1cn(Cc2ccccc2Cl)c2ccccc12)C(=O)Nc1cccc(Cl)c1,-29%,17%,11%
Cc1ccccc1CNC(=O)c1nn(-c2ccccc2F)nc1CO,i,1%,-6%
CCCCOc1ccc(C(=O)N2CCN(CCc3ccncc3)CC2)cc1,i,-10%,-7%
Cc1nnc(NCc2ccccc2)c2c1nnn2Cc1ccccc1Cl,i,12%,8%
COc1ccc(-n2c(SCc3nc(-c4ccc(Cl)cc4)no3)nnc2-c2ccncc2)cc1,-35%[inhibitor],?,?
CCc1ccc2nc(N(Cc3cccnc3)C(=O)Cc3ccccc3)sc2c1,-23%,28µM*,40%
Cc1cc(SCC(=O)NCc2ccccc2Cl)nc(=O)[nH]1,i,7%,-22%

Remaining list, next part:
Compound,PTHR1 agonist,TDP-43 yeast inh,FUS yeast rescue
COc1ccc(NC(=O)c2oc3ccccc3c2NC(=O)c2cc3ccccc3o2)cc1,-33%[inhibitor],0%,-11%
CC(=O)c1ccc(NC(=O)CN2C(=O)CN(C)C(=O)c3ccccc32)cc1,i,16%,-3%
Cc1cc(Nc2cccc(C(F)(F)F)c2)nc2ccc(NC(=O)Cc3ccc(Cl)cc3)cc12,-23%,14µM*,44%
COc1cc(OC)c(NC(=O)C(C)n2c(=O)cc(-c3ccccc3)c3c(C)nn(C)c32)cc1Cl (stereo not drawn),-4%,2%,-7%
CCc1nn(CC(=O)N2CCN(c3cccc(C)c3)C(C)C2)c(=O)c2cc3sccc3n12 (stereo not drawn),-88%[inhibitor],-4%,29%
O=C(NCCc1ccc(Cl)cc1)c1nc(-c2cccc(F)c2)n2c1CCCCC2,-5%,23%[9.22 µM],29%
CCCn1c(SCc2nc(-c3ccc(OC)cc3OC)no2)nnc1-c1ccc(Cl)cc1,-60%[inhibitor],?,?
COc1cccc(CSc2nc3ccccc3c3nc(CCn4c(C)nc5ccccc54)nn23)c1,i,11%,-12%
O=C1CN(C(=O)Cc2ccc(F)cc2)C(c2ccccc2)c2cc(Cl)ccc2N1 (stereo not drawn),i,10%,17%
O=C(CCn1c(=O)c2ccccc2n(CC(=O)Nc2cccc(F)c2)c1=O)NCCc1ccccc1,-22%,0%,-4%
CCOC(=O)c1[nH]c(C)c(CCC(=O)Nc2ccc(Br)c(C)c2)c1C,i,20%[9.22 µM],-6%
COc1cc(CN(C(=O)COc2ccc(C)c(C)c2)c2ccccn2)cc(OC)c1OC,-2%,19%,16%

More compounds follow.
Compound,PTHR1 agonist,TDP-43 yeast inh,FUS yeast rescue
Cc1sc2ncn(CC(=O)Nc3cccc(C(F)(F)F)c3)c(=O)c2c1S(=O)(=O)N1CCC(C)CC1,-23%,12%,-28%
CCOc1ccc(CCNC(=O)c2ccc3c(c2)c(C)c(C)n3C)cc1,-7%,0%,11%
COc1ccc(C2=C(C)C(N3CCC(C(=O)Nc4cc(C)ccc4C)CC3)=NS2(=O)=O)cc1,i,22%,3%
CCn1c(=O)cc(OCC(=O)NCc2ccccc2Cl)c2ccccc21,i,19%,28%
Cc1ccc(CCNC(=O)c2ccc3c(c2)N(Cc2cccc(Cl)c2)C(=O)c2ccccc2S3(=O)=O)cc1,0%,4%,24%
COc1ccc(C(=O)N2CCC(c3ccncc3)CC2)cc1OC,-16%,20%,0%
Cc1cc2ccccc2n1-c1ccc(C(=O)N2CCC(C(=O)NCc3ccccc3Cl)CC2)s1,i,23%,?
COc1cc(OC)cc(C(=O)Nc2cccc(-c3cn4ccsc4n3)c2)c1,-52%[inhibitor],22µM*,?
CCOc1ccccc1N1CC(c2nc3ccccc3n2Cc2c(C)cc(C)cc2C)CC1=O (stereo not drawn),i,10%,-7%
O=C(COc1ccc(Cl)cc1)Nc1ccc(-c2nc3ccccc3s2)c(O)c1,-34%,5%,16%
O=C(NCCc1ccccc1)c1ccc2c(c1)nc1n2CCOC1,-89%[inhibitor],8%,1%
COc1ccc(OC)c(C2NC(=O)NC(C)=C2C(=O)Nc2cc(C)cc(C)c2)c1 (stereo not drawn),i,13%,41%

Structural class, those above with a thiophene ring, fused or not.
Compound,PTHR1 agonist,TDP-43 yeast inh,FUS yeast rescue
COc1ccc(CCNC(=O)c2cc3c(-c4ccccc4F)nn(C)c3s2)c(OC)c1,-12%,10%,-13%
COC(=O)c1c(NC(=O)c2cc3nc(-c4ccc(OC)cc4)cc(C(F)(F)F)n3n2)sc2c1CCCC2,i,-1%,5%
O=C(Cn1c(-c2cccs2)cc2cc(F)ccc21)N1CCCCC1,i,0%,4%
COC(=O)c1c(NC(=O)C(C)Oc2ccc(Cl)cc2Cl)sc2c1CCCC2 (stereo not drawn),-54%[inhibitor],12%,4%
CCOC(=O)c1sc(NC(=O)c2nc3ncccn3n2)c(C(=O)OC(C)C)c1C,-24%,3%[9.22 µM],-21%
O=C(c1ccccc1)N1CCc2cc(CNS(=O)(=O)c3ccc(Cl)s3)ccc21,-3%,5%,10%
O=c1c(NCc2cccs2)nccn1-c1ccccc1,i,?,21%
CCc1nn(CC(=O)N2CCN(c3cccc(C)c3)C(C)C2)c(=O)c2cc3sccc3n12 (stereo not drawn),-88%[inhibitor],-4%,29%
Cc1sc2ncn(CC(=O)Nc3cccc(C(F)(F)F)c3)c(=O)c2c1S(=O)(=O)N1CCC(C)CC1,-23%,12%,-28%
Cc1cc2ccccc2n1-c1ccc(C(=O)N2CCC(C(=O)NCc3ccccc3Cl)CC2)s1,i,23%,?

Source: PubChem
